IDH1 R132H inh: inhibitors of human IDH1 R132H; O75874; IDH1 R132H reductase, diaphorase/resazurin fluorescence, 60 min; inhibition, % at 10 µM; hit rate 0.18% among 70,000; AID 624101; in the data active = inhibition above about 34%;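 note: 0% = DMSO and 100% = no enzyme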
EZH2 inh: inhibitors of human EZH2/PRC2 methyltransferase | PRC2 H3K27 methylation, DELFIA TRF, 1 h | hit rate 0.35% among 57,000 | inhibition, % at 12.5 µM | Q15910;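 active = mean inhibition of replicates at least 50% and every single replicate also reaching 50%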;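 note: dimethyl H3K27 on biotinylated H3 21-44 peptide detected by antibody; plate controls were median neutral control wells for no effect and median positive control wells for full effect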
Target sequence (Q15910 whole entry, looked up): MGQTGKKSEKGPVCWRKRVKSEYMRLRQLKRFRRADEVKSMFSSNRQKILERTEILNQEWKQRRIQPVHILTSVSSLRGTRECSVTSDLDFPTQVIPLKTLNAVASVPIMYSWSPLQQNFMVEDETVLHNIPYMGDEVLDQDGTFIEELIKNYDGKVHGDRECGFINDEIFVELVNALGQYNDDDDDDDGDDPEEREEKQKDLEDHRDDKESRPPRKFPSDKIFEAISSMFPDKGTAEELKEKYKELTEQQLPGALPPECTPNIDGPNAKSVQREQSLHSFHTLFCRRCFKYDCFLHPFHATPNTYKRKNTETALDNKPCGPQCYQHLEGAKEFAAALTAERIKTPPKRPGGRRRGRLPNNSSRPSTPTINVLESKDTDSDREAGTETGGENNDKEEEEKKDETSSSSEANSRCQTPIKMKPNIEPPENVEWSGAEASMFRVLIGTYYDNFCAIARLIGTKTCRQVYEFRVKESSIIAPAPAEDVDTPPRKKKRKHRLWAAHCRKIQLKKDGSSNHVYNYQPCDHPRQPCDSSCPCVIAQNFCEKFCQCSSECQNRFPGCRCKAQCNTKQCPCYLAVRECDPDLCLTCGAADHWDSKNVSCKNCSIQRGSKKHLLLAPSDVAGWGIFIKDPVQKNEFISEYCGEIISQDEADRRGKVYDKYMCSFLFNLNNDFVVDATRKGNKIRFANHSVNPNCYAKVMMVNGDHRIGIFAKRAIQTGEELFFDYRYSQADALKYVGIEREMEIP
* hit, by the source's call; x = not tested or not shown. These rows are one share of the data (hit frequency here may not be typical).

smiles,IDH1 R132H inh,EZH2 inh
COc1cccc(OC)c1-c1cc(C(=O)NC2(C(=O)O)C3CC4CC(C3)CC2C4)nn1-c1ccc(C(=O)N(C)CCCN(C)C)cc1C(C)C (stereo not drawn),1.5,0
C[C@H](O)C#Cc1ccc2c(c1)O[C@@H](CN(C)C(=O)C1CCCCC1)[C@H](C)CN([C@H](C)CO)S2(=O)=O,x,5
CC(=O)N[C@@H]1CC[C@H](CCNC(=O)C2CC2)O[C@@H]1CO,0.2,-2
CC(=O)c1ccc(OC(=O)C(Cc2ccccc2)N2C(=O)C3C4C=CC(C5CC45)C3C2=O)cc1 (stereo not drawn),0.1,-16
CN(C)CC(=O)N[C@H]1CC[C@@H](CCNC(=O)C2CCCCC2)O[C@H]1CO,-0.1,-3
C[C@H]1CN([C@@H](C)CO)S(=O)(=O)c2ccc(C#CC3CC3)cc2O[C@H]1CN(C)CC1CC1,-0.5,-33
C=CCNC(=O)CSc1nnc(-c2ccc3nonc3c2)n1C,1.3,7
COc1cccc(-c2cnc3c(c2)C(=O)N([C@H](C)CO)C[C@@H](C)[C@H](CN(C)C(C)=O)O3)c1,-41,-7
C[C@@H]1CN([C@H](C)CO)C(=O)c2cc(NC(=O)Nc3ccc4c(c3)OCO4)ccc2O[C@H]1CN(C)S(=O)(=O)c1ccccc1,0.1,x
O=C(C[C@H]1CC[C@@H](NS(=O)(=O)c2ccc(F)cc2)[C@H](CO)O1)NC1CCC1,-0.1,12
CNC[C@@H]1OCCCC[C@H](C)Oc2ccc(NS(=O)(=O)c3cccs3)cc2C(=O)N([C@@H](C)CO)C[C@@H]1C,2.7,x
CO[C@@H]1CN(C)C(=O)c2ccc(NC(C)=O)cc2OC[C@@H](C)N(Cc2ccccc2C(=O)O)C[C@H]1C,0.3,3
COCC(=O)Nc1ccc2c(c1)OC[C@H](C)N(C(=O)c1ccncc1)C[C@H](C)[C@H](OC)CN(C)C2=O,0.1,-4
C[C@H]1CN([C@@H](C)CO)C(=O)c2cc(C#CC3CC3)cnc2O[C@H]1CN(C)Cc1ccncc1,1.9,-1
COc1ccc(NC(=O)Nc2ccc3c(c2)[C@H]2C[C@H](CC(=O)NCC(F)(F)F)O[C@@H](CO)[C@H]2O3)cc1,0.0,-3
CCCN1C[C@@H](C)[C@@H](OC)CN(C)C(=O)c2ccc(NC(=O)CC)cc2OC[C@@H]1C,-0.1,9
CCC(=O)Nc1ccc2c(c1)C(=O)N(C)C[C@@H](OC)[C@@H](C)CN(C(=O)c1ccccc1F)[C@H](C)CO2,0.2,-6
Cc1ccc(C(O)(COC(=O)C(C)C)COC(=O)C(C)C)c(O)c1,-0.4,-9
C[C@H](CO)N1C[C@H](C)[C@H](CN(C)S(=O)(=O)c2ccccc2F)Oc2cc(-c3ccccc3)ccc2S1(=O)=O,-0.7,x
Cc1noc(C)c1NC(=O)N(C)C[C@@H]1Oc2cc(Br)ccc2S(=O)(=O)N([C@H](C)CO)C[C@@H]1C,x,-2
Cc1ccc(OCC(=O)Nc2ccc3oc(-c4cccnc4)nc3c2)cc1C,0.2,-3
C[C@@H]1CCCCO[C@@H](CN(C)Cc2ccc(C(F)(F)F)cc2)[C@@H](C)CN([C@@H](C)CO)C(=O)c2cc(NS(C)(=O)=O)ccc2O1,-0.3,x
COc1ccc(OC)c(NC(=O)CSc2nncc3ccccc23)c1,0.2,7
CC(C)(C)NC[C@H](O)COc1nsnc1N1CCOCC1,-0.3,1
O=C(CSc1nc2ccccc2c(=O)n1Cc1ccco1)c1ccc(Br)cc1,0.1,x
COCC#Cc1ccc2c(c1)O[C@H](CN(C)S(=O)(=O)c1cccc(OC)c1)[C@@H](C)CN([C@H](C)CO)S2(=O)=O,-0.3,x
COc1ccccc1S(=O)(=O)N(C)C[C@@H]1OCc2ccccc2-c2c(n(C)c3ccccc23)C(=O)N([C@H](C)CO)C[C@@H]1C,x,-21
Cc1cccc(S(=O)(=O)N[C@H]2CC[C@@H](CCNC(=O)c3cnccn3)O[C@H]2CO)c1,-0.2,2
CCS(=O)(=O)N[C@H]1C=C[C@H](CC(=O)NC2Cc3ccccc3C2)O[C@H]1CO,-0.2,5
Cc1ccc([N+](=O)[O-])cc1NC(=O)C(C)NS(=O)(=O)c1ccc(F)cc1 (stereo not drawn),-0.3,3
O=C(C[C@@H]1C[C@@H]2c3cc(NC(=O)Nc4ccccc4)ccc3O[C@@H]2[C@H](CO)O1)NCC(F)(F)F,-0.2,7
C[C@@H]1CN([C@@H](C)CO)C(=O)c2cc(NS(=O)(=O)c3cccs3)ccc2O[C@H]1CN(C)Cc1ccc(C(F)(F)F)cc1,x,-9
COCC(=O)N(C)C[C@@H]1Oc2ncc(-c3ccccc3C)cc2C(=O)N([C@@H](C)CO)C[C@H]1C,-0.7,-4
C[C@H]1CN([C@@H](C)CO)C(=O)c2cccc(NS(=O)(=O)c3cn(C)cn3)c2O[C@@H]1CN(C)Cc1ccccc1,-0.4,4
Cc1ccc(S(=O)(=O)N[C@@H]2CC[C@H](CCn3cc(-c4ccccc4F)nn3)O[C@H]2CO)cc1,-0.2,-5
Cc1ccc(-c2ccc3c(c2)O[C@@H](CN(C)C(=O)C2CCCCC2)[C@H](C)CN([C@@H](C)CO)S3(=O)=O)cc1,x,1
COC1=CC(C)c2c(c(OC)c3occ(C)c3c2C)C1=O (stereo not drawn),-0.2,-9
CO[C@@H]1CN(C)C(=O)c2cc(NC(=O)Nc3ccccc3F)ccc2OC[C@@H](C)N(Cc2ccccc2F)C[C@H]1C,0.0,-18
CC(C)NC(=O)N(C)C[C@@H]1Oc2c(NC(=O)Nc3ccccc3)cccc2C(=O)N([C@@H](C)CO)C[C@@H]1C,x,-6
C[C@H](CO)N1C[C@H](C)[C@@H](CN(C)S(=O)(=O)c2ccc(F)cc2)Oc2ccc(NC(=O)c3ccncc3)cc2C1=O,0.1,2
C[C@@H]1CN([C@H](C)CO)S(=O)(=O)c2ccc(C#CCC3CCCC3)cc2O[C@@H]1CN(C)C(=O)c1ccccn1,-1.5,-10
C[C@@H]1CCCCO[C@@H](CN(C)S(=O)(=O)c2cn(C)cn2)[C@H](C)CN([C@H](C)CO)C(=O)c2cc(NC(=O)CCC(F)(F)F)ccc2O1,2.2,x
CC(C)CC#Cc1ccc2c(c1)O[C@@H](CN(C)C(=O)Cc1ccncc1)[C@H](C)CN([C@H](C)CO)S2(=O)=O,0.7,x
CO[C@@H]1CN(C)C(=O)c2ccc(NC(=O)Nc3ccccc3)cc2OC[C@@H](C)N(C(=O)Nc2c(C)noc2C)C[C@H]1C,-0.3,-1
C[C@H](CO)N1C[C@H](C)[C@@H](CN(C)S(=O)(=O)c2cccs2)Oc2c(NS(=O)(=O)c3cn(C)cn3)cccc2C1=O,-4.7,x
CO[C@@H]1CN(C)C(=O)c2ccc(NC(C)=O)cc2OC[C@@H](C)N(C(=O)CN(C)C)C[C@H]1C,x,-24
COc1ccc(S(=O)(=O)Nc2ccc3c(c2)C(=O)N([C@@H](C)CO)C[C@H](C)[C@@H](CN(C)S(=O)(=O)c2ccccc2)OCCCC[C@@H](C)O3)cc1,-3.2,x
C[C@@H]1CCCCO[C@H](CN(C)S(=O)(=O)c2cn(C)cn2)[C@@H](C)CN([C@H](C)CO)C(=O)c2cc(NC(=O)Nc3ccc(C(F)(F)F)cc3)ccc2O1,2.3,x
C[C@@H]1CN([C@H](C)CO)C(=O)c2cc(NC(=O)Nc3ccc(F)cc3)ccc2O[C@@H]1CN(C)S(C)(=O)=O,0.0,7
O=C(CSc1nnc(-c2ccco2)n1-c1ccccc1)N1CCOCC1,-0.1,-1
C[C@H](CO)N1C[C@H](C)[C@@H](CN(C)Cc2ccc(-c3ccccc3)cc2)Oc2ccc(NC(=O)Cc3cn(C)c4ccccc34)cc2CC1=O,0.2,x
Cc1cccc(N(CC(=O)Nc2ccccc2-c2ccccc2)S(C)(=O)=O)c1C,0.1,-3
C[C@H](CO)N1C[C@H](C)[C@@H](CN(C)S(=O)(=O)c2ccc(Cl)cc2)Oc2ccc(NC(=O)Nc3ccc(F)cc3)cc2CC1=O,0.5,x
C[C@@H]1CN([C@H](C)CO)S(=O)(=O)c2ccc(-c3cncnc3)cc2O[C@H]1CN(C)CC1CC1,2.5,5
COc1ccc(S(=O)(=O)N(C)C[C@@H]2Oc3c(NC(=O)Nc4c(C)noc4C)cccc3C(=O)N([C@H](C)CO)C[C@H]2C)cc1,-0.1,x
CN(C)/C=C(\C(=O)Nc1ccc(F)c(F)c1F)S(=O)(=O)c1ccccc1,-0.3,-9
COC(=O)CNc1nc(OC)nc(N(C)C)n1,2.5,10
CCC(=O)Nc1ccc2c(c1)OC[C@H](C)N(C(=O)c1ccncc1)C[C@@H](C)[C@@H](OC)CN(C)C2=O,-0.1,2
Cc1ccc(S(=O)(=O)Nc2cccc3c2O[C@@H](CN(C)Cc2ccc(C(F)(F)F)cc2)[C@@H](C)CN([C@H](C)CO)C3=O)cc1,1.5,x
O=[N+]([O-])c1cc(C(F)(F)F)ccc1Sc1nnc(CCCO)n1-c1ccccc1,9.3,x

The last 5 entries of the part before come first, to join the parts.
smiles,IDH1 R132H inh,EZH2 inh
CN(C)/C=C(\C(=O)Nc1ccc(F)c(F)c1F)S(=O)(=O)c1ccccc1,-0.3,-9
COC(=O)CNc1nc(OC)nc(N(C)C)n1,2.5,10
CCC(=O)Nc1ccc2c(c1)OC[C@H](C)N(C(=O)c1ccncc1)C[C@@H](C)[C@@H](OC)CN(C)C2=O,-0.1,2
Cc1ccc(S(=O)(=O)Nc2cccc3c2O[C@@H](CN(C)Cc2ccc(C(F)(F)F)cc2)[C@@H](C)CN([C@H](C)CO)C3=O)cc1,1.5,x
O=[N+]([O-])c1cc(C(F)(F)F)ccc1Sc1nnc(CCCO)n1-c1ccccc1,9.3,x
COc1ccccc1-c1cccc(-c2nc(C(=O)N3CCN(C)CC3)cc3c2[C@H](CCO)N([S@@](=O)C(C)(C)C)C3)c1,-0.1,1
C[C@H]1CN([C@@H](C)CO)C(=O)c2cc(NC(=O)C3CCCCC3)ccc2O[C@H]1CN(C)Cc1ccncc1,x,14
CC(C)NC(=O)N(C)C[C@@H]1Oc2c(NC(=O)Nc3ccc(C(F)(F)F)cc3)cccc2C(=O)N([C@H](C)CO)C[C@H]1C,x,-17
C[C@@H]1CN([C@@H](C)CO)C(=O)c2cccc(NC(=O)c3ccncc3)c2O[C@H]1CN(C)C(=O)Nc1ccc(C(F)(F)F)cc1,3.5,-2
C[C@@H]1CN([C@@H](C)CO)C(=O)c2cc(-c3cccc(C(=O)N(C)C)c3)cnc2O[C@H]1CN(C)S(=O)(=O)c1ccc(F)cc1,-0.2,x
C[C@H]1CN([C@@H](C)CO)C(=O)Cc2cc(NC(=O)Nc3cccc4ccccc34)ccc2O[C@H]1CN(C)Cc1ccc(Oc2ccccc2)cc1,0.2,x
Cc1noc(C)c1NC(=O)N(C)C[C@H]1Oc2ccc(NC(=O)Nc3ccccc3)cc2CC(=O)N([C@H](C)CO)C[C@@H]1C,0.1,x
C[C@@H]1CN([C@H](C)CO)C(=O)c2cc(C#CC3CCCCC3)cnc2O[C@H]1CN(C)S(=O)(=O)c1ccc(F)cc1,-0.2,x
C[C@@H]1CCCCO[C@H](CN(C)Cc2ccncc2)[C@H](C)CN([C@@H](C)CO)C(=O)c2cc(NC(=O)Nc3ccccc3)ccc2O1,3.7,-19
O=C(C[C@H]1C[C@H]2c3cc(NC(=O)CC4CC4)ccc3O[C@H]2[C@@H](CO)O1)NCCc1ccccc1,0.2,-3
COc1ccc(NC(=O)CNC(=O)c2ccco2)cc1Cl,0.4,-2
Cc1cc(C)c(S(=O)(=O)NCC(=O)Nc2ccc(I)cc2)c(C)c1,-0.2,-4
Cc1noc(C)c1NC(=O)Nc1ccc2c(c1)CC(=O)N([C@@H](C)CO)C[C@H](C)[C@H](CN(C)CC1CCCCC1)O2,1.2,x
C[C@@H]1CN([C@@H](C)CO)C(=O)Cc2cc(N(C)C)ccc2O[C@H]1CN(C)Cc1ccncc1,7.0,-8
Cc1ccc(S(=O)(=O)Nc2ccc3c(c2)C(=O)N([C@H](C)CO)C[C@H](C)[C@@H](CN(C)C(=O)Nc2ccc(F)cc2)O3)cc1,x,2
C[C@@H]1CCCCO[C@@H](CN(C)C(=O)Nc2ccc(F)cc2)[C@@H](C)CN([C@H](C)CO)C(=O)c2cc(NS(=O)(=O)c3ccc(Cl)cc3)ccc2O1,-1.0,x
CCC(=O)N(C)C[C@H]1Oc2ncc(-c3ccccc3F)cc2C(=O)N([C@@H](C)CO)C[C@H]1C,-12,-2
O=C(Nc1ccc2c(c1)[C@@H]1C[C@@H](CC(=O)N3CCc4ccccc4C3)O[C@@H](CO)[C@@H]1O2)c1cccnc1,-0.7,-1
C[C@H](CO)N1C[C@H](C)[C@H](CN(C)S(=O)(=O)c2ccc(F)cc2)Oc2ccc(NC(=O)Nc3ccc(F)cc3)cc2C1=O,-2.5,x
Cc1noc(C)c1S(=O)(=O)Nc1ccc2c(c1)C(=O)N([C@H](C)CO)C[C@H](C)[C@H](CN(C)S(=O)(=O)c1ccc(Cl)cc1)O2,1.7,x
O=C(COc1ccc(Cl)cc1Cl)Nc1ccc(-c2nc3ccccc3s2)c(O)c1,0.6,-28
O=C(CSC1CC(=O)N(c2cccc(Cl)c2)C1=O)Nc1ccc(Br)cc1 (stereo not drawn),0.1,10

Screening results deposited in PubChem by Broad Institute.
